Source: PubChem BioAssay (several laboratories)
bIAP activator = intestinal alkaline phosphatase (bovine) activation; purified bovine IAP, CDP-star luminescence, 30 min; active compounds read high; fold of DMSO-control signal, blank-subtracted; activation factor at 20 µM; 200,000 compounds, 0.17% hits;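 active = activation factor of 2 or more at 20 µM, a signal rise over negative controls twice the positive control's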
TNAP inh noacc = inhibitors of human TNAP without phosphate acceptor | P05186 | purified TNAP, CDP-star luminescence, 30 min | inhibition, % at 20 µM | 200,000 compounds, 0.26% hits | AID 1012;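 active = tissue-nonspecific alkaline phosphatase inhibition above about 50% at 20 µM in the single-dose screen, limit read from the data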;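 note: 0% = DMSO negative control and 100% = EDTA positive control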
Target sequence (P05186 whole entry, looked up): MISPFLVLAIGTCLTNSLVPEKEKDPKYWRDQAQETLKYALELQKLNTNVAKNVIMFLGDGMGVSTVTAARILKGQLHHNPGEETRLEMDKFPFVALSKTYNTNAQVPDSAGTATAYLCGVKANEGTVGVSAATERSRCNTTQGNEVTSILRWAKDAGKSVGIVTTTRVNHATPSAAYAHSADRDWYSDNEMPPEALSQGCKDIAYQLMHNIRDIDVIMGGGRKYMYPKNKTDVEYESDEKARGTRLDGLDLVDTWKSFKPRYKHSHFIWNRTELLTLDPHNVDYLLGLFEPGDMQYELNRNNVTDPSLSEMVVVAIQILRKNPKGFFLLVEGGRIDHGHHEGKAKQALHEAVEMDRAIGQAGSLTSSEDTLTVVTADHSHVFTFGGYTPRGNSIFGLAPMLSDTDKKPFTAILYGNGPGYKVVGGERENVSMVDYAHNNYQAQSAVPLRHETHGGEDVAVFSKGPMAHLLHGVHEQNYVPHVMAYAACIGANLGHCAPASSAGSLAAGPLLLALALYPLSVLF
PPARg SRC1 recr = promotes SRC-1 coactivator recruitment by human PPARgamma; 200,000 compounds, 0.41% hits; AID 631; activation, % at 8 µM; PPARgamma-SRC-1 coactivator recruitment biochemical assay; in the data active = activation above about 19%;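 note: 0% = DMSO and 100% = reference agonist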
bIAP inhibitor = blocks bovine intestinal alkaline phosphatase activity | inhibition, % at 20 µM | AID 1019 | purified bovine IAP, CDP-star luminescence, 30 min | 190,000 tested, under 10 active;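 active = over 50% inhibition of intestinal alkaline phosphatase at 20 µM in the single-dose screen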
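System: purified bovine intestinal alkaline phosphatase (IAP) enzyme; Input: IAP diluted 1/65,000,000 in the well; Measured by: CDP-star luminescence signal; Compound dosing: 20 µM single dose; Incubation: 30 min reaction at room temperature.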
PPARg SRC-2 ag = agonists of SRC-2 recruitment by human PPARgamma; P37231; PPARgamma LBD-SRC-2 recruitment, biochemical; activation, % at 8 µM; 200,000 compounds, 0.34% hits; AID 1032; in the data active = activation above about 22%;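 note: 0% = vehicle and 100% = reference agonist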
TNAP inh hi DEA = inhibitors of human TNAP at high phosphate acceptor concentration; purified TNAP, CDP-star luminescence, 1 M DEA; inhibition, % at 20 µM; 200,000 compounds, 0.03% hits; AID 1135;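 active = over 50% inhibition of tissue-nonspecific alkaline phosphatase at 20 µM in the single-dose screen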;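 note: plate controls were DMSO wells for no effect and EDTA-quenched wells as full inhibition for full effect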
TNAP act hiacc = activators of human TNAP at high phosphate acceptor concentration; activation factor at 20 µM; P05186; 200,000 tested, under 10 active; purified TNAP, CDP-star luminescence, 1 M DEA, 30 min; active compounds read high; 0 = EDTA background, 1 = DMSO-only activity; AID 1136;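 active = activation factor at least 2 at 20 µM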
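Assay system: human TNAP; Input: enzyme diluted 1/800 final; Reagent: CDP-star luminogenic substrate at 100 µM final; Timing: 30 min, room temperature; Signal: luminescence; Evaluation: TNAP activation factor scaled between EDTA and DMSO control wells.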
Efa HMGR inh = E. faecalis class II HMG-CoA reductase inhibition; purified E. faecalis HMGR, NADPH absorbance 340 nm kinetic; inhibition, % at 10 µM; 190,000 compounds, 0.41% hits; AID 1066;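 active = inhibition above a set limit, the median over all tested compounds plus 3 SD, cut at about 9.5% in these data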;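 note: enzyme runs in reverse so mevalonate oxidation gives rising NADPH absorbance; 0% = complete reaction with DMSO and 100% = background rate lacking mevalonate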
TR-FRET SRC-2 ct = flags TR-FRET format artefacts in PPARgamma SRC-2 recruitment agonist screen. TR-FRET artefact counter-screen; active compounds read high. TR-FRET ratio at 8 µM. 200,000 compounds, 0.4% hits; in the data active = TR-FRET ratio above about 2000; note: inactives centre near 1500
PPARg SRC3 recr = agonists of human PPARgamma SRC-3 coactivator recruitment | P37231 | biochemical PPARgamma/SRC-3 coactivator recruitment assay | activation, % at 8 µM | 200,000 compounds, 0.26% hits; in the data active = activation above about 23%;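 note: 0% = DMSO and 100% = reference agonist; some compounds past the cut are filed as inactive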
Starred values were filed as active, the others as inactive; . = no result given.

A first look, 3 compounds:
SMILES	bIAP activator	TNAP inh noacc	PPARg SRC1 recr	bIAP inhibitor	PPARg SRC-2 ag	TNAP inh hi DEA	TNAP act hiacc	Efa HMGR inh	TR-FRET SRC-2 ct	PPARg SRC3 recr
CC1(C)CC(=O)C(C=NCCN2CCN(C(=S)Nc3ccccc3)CC2)=C(O)C1	1	-8	1	4	8	0	1	-3	1519	5
CC(=O)c1ccc(-c2ccc(C(=O)NC3CCCCCC3)o2)cc1	1	0	2	0	2	2	1	1	1588	4
Cc1oncc1C(=O)NC1CCCCC1	1	-3	2	4	0	-1	1	-7	1738	4

Results (from the top)
SMILES	bIAP activator	TNAP inh noacc	PPARg SRC1 recr	bIAP inhibitor	PPARg SRC-2 ag	TNAP inh hi DEA	TNAP act hiacc	Efa HMGR inh	TR-FRET SRC-2 ct	PPARg SRC3 recr
CC1(C)CC(=O)C(C=NCCN2CCN(C(=S)Nc3ccccc3)CC2)=C(O)C1	1	-8	1	4	8	0	1	-3	1519	5
CC(=O)c1ccc(-c2ccc(C(=O)NC3CCCCCC3)o2)cc1	1	0	2	0	2	2	1	1	1588	4
Cc1oncc1C(=O)NC1CCCCC1	1	-3	2	4	0	-1	1	-7	1738	4
Cn1ccnc1Sc1nc2c(c(=O)n(C)c(=O)n2C)n1C	0.9	-6	-2	10	0	-1	1	-2	1468	5
O=C(O)/C=C/C(=O)N(Cc1ccccc1)Cc1ccco1	0.9	3	1	6	-2	0	1	-3	1368	-1
CC(C)OC(=O)Cn1nnc(-c2ccccc2)n1	0.9	-15	-2	9	1	-4	1	-2	1552	3
Cc1cccc2cc(CN(CC3CCCO3)C(=O)NC3CCCCC3)c(=O)[nH]c12 (stereo not given)	1	-10	-7	5	9	-5	1.1	-7	1305	-3
CCCSc1nnc2n(C)c(=O)c3c4c(sc3n12)CCC4	1	-7	0	-1	4	-2	1	-2	1531	-4
COc1cccc(-c2cc(C(=O)Nc3cccnc3)no2)c1	0.9	-7	-5	10	-2	-3	1	0	1271	-1
CCOC(=O)c1c(C)n(-c2ccc(OC)cc2)c2c(C/C(C)=N/O)c(Br)c(OC)c(O)c12	0.8	-11	14	16	4	-5	1	-5	1729	6
CC1=NN(C(=O)c2c(Br)cnn2C)C(O)(C(F)(F)F)C1 (stereo not given)	1	0	-6	1	-1	-4	1	-3	1397	5
CCS(=O)(=O)N1CCN(Cc2c[nH]c3ccccc23)CC1	1	-13	5	0	2	0	1	9	1533	0

Compound profiles, as listed above:
Cc1oncc1C(=O)NC1CCCCC1 across the screens: bIAP activator: 1; TNAP inh noacc: -3; PPARg SRC1 recr: 2; bIAP inhibitor: 4; PPARg SRC-2 ag: 0; TNAP inh hi DEA: -1; TNAP act hiacc: 1; Efa HMGR inh: -7; TR-FRET SRC-2 ct: 1738; PPARg SRC3 recr: 4
CC(=O)c1ccc(-c2ccc(C(=O)NC3CCCCCC3)o2)cc1 across the screens: bIAP activator: 1; TNAP inh noacc: 0; PPARg SRC1 recr: 2; bIAP inhibitor: 0; PPARg SRC-2 ag: 2; TNAP inh hi DEA: 2; TNAP act hiacc: 1; Efa HMGR inh: 1; TR-FRET SRC-2 ct: 1588; PPARg SRC3 recr: 4

(listing goes on)
SMILES	bIAP activator	TNAP inh noacc	PPARg SRC1 recr	bIAP inhibitor	PPARg SRC-2 ag	TNAP inh hi DEA	TNAP act hiacc	Efa HMGR inh	TR-FRET SRC-2 ct	PPARg SRC3 recr
COc1cc(/C=C/C(=O)O)cc(S(=O)(=O)NCc2ccco2)c1OC	1	-6	3	1	8	-4	1	-6	1642	-3
CCN(CC)S(=O)(=O)c1ccc(-c2nnc(SCC(=O)N3c4ccccc4CC3C)o2)cc1 (stereo not given)	1	9	-1	2	1	0	1	0	1616	-3
CCOC(=O)CN(C(=O)CSc1nnc2c(n1)[nH]c1ccc(OC)cc12)c1ccc(F)cc1	1	5	6	3	15	2	1	0	1621	-5
CC1(C)COC(c2cccc(C3=NC(C)(C)CO3)n2)=N1	1	-9	-6	1	-5	-5	1.1	-2	1519	-3
Cc1ccccc1CSc1nnc(NC(=O)C2COc3ccccc3O2)s1 (stereo not given)	1	-5	4	-3	15	-4	1	-1	1612	9
O=S(=O)(Nc1ccc2c(c1)nc1n2CCN(Cc2ccccc2)C1)c1ccc(F)cc1	1	-14	6	2	7	-10	1.1	-3	1518	0
COc1ccc(CN2CCSCC2)cc1C	0.9	1	5	5	-8	0	1	-7	1405	3
COCCCNC(=O)Cn1cc(C(C)=O)c2ccccc21	1	-8	0	-4	-6	-1	1	-2	1548	-14
O=C(CSc1ccc2nnc(-c3ccccn3)n2n1)NCC1CCCO1 (stereo not given)	0.9	-4	5	10	4	1	1	-1	1620	5
O=C(CN1C(=O)NC2(CCCC2)C1=O)Nc1nc(-c2ccc(F)cc2)cs1	1	-7	-2	4	0	-9	1.1	-3	1444	-1
COc1ccc(NC(=O)NC(C(F)(F)F)C(F)(F)F)cc1	0.9	-8	-3	14	-1	0	1	-2	1421	2
COc1ccc(-c2c(C(F)(F)F)oc3cc(OCC(=O)Nc4ccccc4C(F)(F)F)ccc3c2=O)cc1OC	0.9	-16	1	10	5	0	1	-9	1369	-4
CCN(CCCNS(=O)(=O)c1ccc2c(c1)CCN2C(C)=O)c1cccc(C)c1	1.1	-10	3	-15	7	-4	1	3	1667	10
NC(=O)N[C@@H](Cc1c[nH]c2ccccc12)C(=O)OCC(=O)N1CCCCC1	0.9	-11	2	13	3	-6	1.1	2	1698	3
O=C(NC1CC1)C1CCN(C2CCN(C(=O)CCOc3ccccc3)CC2)CC1	1	-10	8	-5	8	.	.	-5	1603	1
OCC1CCCN1C(=S)Nc1ccccc1 (stereo not given)	1	-10	-4	1	2	-2	1	2	1560	0
O=C(NCc1nc2ccccc2[nH]1)C1=C[C@@H](c2ccccc2)C[C@@H](OCCCCO)O1	1.4	-12	7	-42	3	-2	1	-2	1510	1
CC(C)(C)OC(=O)N1CCNc2ccccc2C1	1	-11	5	4	-5	-5	1.1	-7	1492	3
O=C(NN=C1CCCC1)c1ccc([N+](=O)[O-])cc1	1.3	-64	2	-25	6	0	1	1	1553	-2
Cc1cc(NC(=O)CSc2ccc3ccccc3c2)no1	0.7	-9	-4	26	-3	-8	1.1	1	1312	-10
Cc1ccc(/C=N/n2c(-c3cccnc3)n[nH]c2=S)s1	1.1	22	-5	-8	2	-7	1.1	-3	1612	1
CCOC(=O)C(C#N)C(c1cccnc1)c1c(C)[nH][nH]c1=O (stereo not given)	1	0	-6	-1	5	-4	1	2	1544	2
O=C(NC12CC3CC(CC(C3)C1)C2)c1ccccc1O	1	-9	6	-2	-1	-5	1.1	-2	1549	3
O=C(COc1ccccc1)N1CCN(c2ncccn2)CC1	1	-9	9	4	10	-7	1.1	2	1668	6
Cc1c(C2C(C#N)=C(N)OC3=C2C(=O)CCC3)cnn1C (stereo not given)	0.9	-11	0	11	-14	-8	1.1	-7	1313	-1
COc1cc(OC)cc(C(=O)OCn2nnc3ccccc3c2=O)c1	0.9	-13	16	11	-3	-2	1	-14	1735	7
COc1ccc(N2C(=O)CSC2c2cccs2)cc1 (stereo not given)	1	-10	-7	-3	-13	0	1	-3	1492	2
O=C(O)CCN1C(=O)C2C3CC(C2C1=O)C1C(c2ccccc2)c2sc(=O)[nH]c2SC31 (stereo not given)	1.1	-14	6	-8	-3	-3	1	-2	1485	-1
CCn1cnc2c1c(=O)n(CC(=O)N1CCc3ccccc31)c(=O)n2Cc1ccccc1	1	-5	6	0	1	-5	1.1	2	1698	0
COc1ccc(N(CC(=O)NCc2ccc3c(c2)OCO3)S(=O)(=O)c2c(C)nn(C)c2C)cc1	1.1	-16	7	-9	10	-6	1.1	1	1747	2
CCN(CC(=O)Nc1cc(OC)ccc1OC)Cc1nc2ccccc2c(=O)[nH]1	1.2	-158	5	-23	0	-2	1	-1	1613	4
CC1(C)CC(=O)C2=C(C1)NC(=O)CC2c1cc2c(cc1Br)OCO2 (stereo not given)	1	-13	6	-1	7	-6	1.1	3	1503	-3
